Compound activity: PubChem, several laboratories
OPRM1-OPRD1 ag: agonists of OPRM1-OPRD1 heterodimerization, primary screen, cell-based, luminescence; cells; hit rate 0.3% among 340,000; activation, % at 9.3 µM; Mu-type opioid receptor (Homo sapiens) + Delta-type opioid receptor (Homo sapiens), …; in the data active = activation above about 18%;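 note: 0% = vehicle-treated cells and 100% = reference agonist; values of inactives mirror those of a sister screen read the other way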
PfHsp90 yeast 2: growth inhibition of PfHsp90-expressing yeast, primary screen, antimalarial PfHsp90 inhibitor project, S. cerevisiae, BacTiter-Glo luminescence, single point, set 2. BacTiter-Glo ATP, 48 h; yeast lacking PDR1 and PDR3 efflux regulators. inhibition, % at 9.4 µM. hit rate 0.32% among 310,000;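 active = every replicate shows inhibition above about 80%, whatever the replicate mean, limit read from the data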;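 note: 0% = DMSO neutral controls and 100% = 20 µM radicicol positive controls; yeast relying on Plasmodium falciparum Hsp90 in place of its own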
HTR5A inv ctr: HTR5A inverse agonists in luminescence cell assay, primary screen, counter-screen for OPRM1-OPRD1 heterodimer inverse agonist project, full-deck HTS; HTR5A cell line, inverse agonism; inhibition, % at 9.3 µM; hit rate 0.083% among 340,000; AID 504634, 2011; in the data active = inhibition mostly above about 23%, no sharp cut-off; inactive = mostly below about 18%;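 note: 0% = cells with DMSO and 100% = no-cell wells with DMSO; some compounds called inactive have numbers as strong as hits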
Target sequence (P47898 whole entry, looked up): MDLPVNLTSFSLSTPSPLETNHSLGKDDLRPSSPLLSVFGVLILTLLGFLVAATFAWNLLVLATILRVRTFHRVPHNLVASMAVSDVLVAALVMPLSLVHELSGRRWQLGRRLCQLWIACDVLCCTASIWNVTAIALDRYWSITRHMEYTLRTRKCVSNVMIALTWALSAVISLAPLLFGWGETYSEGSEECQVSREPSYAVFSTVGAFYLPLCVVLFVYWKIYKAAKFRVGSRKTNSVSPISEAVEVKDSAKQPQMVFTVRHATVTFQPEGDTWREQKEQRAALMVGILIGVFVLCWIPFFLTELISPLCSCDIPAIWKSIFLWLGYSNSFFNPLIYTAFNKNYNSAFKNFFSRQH
PKA-R1A activ: activators of PKA-R1A holoenzyme, primary screen, biochemical, fluorescence polarization, Cy5-IP20, bovine R1A, mouse PKAc. cAMP-dependent protein kinase type I-alpha regulatory subunit (Bos taurus) + …. activation, % at 11.4 µM. PKA-R1A dissociation; scaled: DMSO 0%, 113 µM cGMP 100%. hit rate 0.083% among 340,000. AID 504707, 2011;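 active = percent activation above the mean of all tested compounds plus 3 SD, cut at about 19% in these data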;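 note: higher means more PKAc released from R1A so a rise in polarization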
Tat export inh: E. coli Tat export inhibitors, primary screen, MC4100, TorA-mCherry reporter, fluorescence, single point; inhibition, % at 10 µM; hit rate 0.036% among 340,000; AID 488895, 2010;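 active = mean replicate inhibition at least 50% and at least half of replicates individually reaching 50%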;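 note: exported cargo escapes ClpAP degradation while cytoplasmic cargo is degraded and loses fluorescence; 0% = median of neutral control wells and 100% = median of NaSCN control wells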
PKA-R2B act: activators of PKA-R2B holoenzyme, primary screen, biochemical, fluorescence polarization, Cy5-IP20, human; cAMP-dependent protein kinase catalytic subunit beta (Homo sapiens) + cAMP-dependent …; PKA-R2B holoenzyme dissociation; R2B truncated from residue 108, S112A mutant; 0% DMSO only, 100% 113 µM cGMP; activation, % at 11.4 µM; hit rate 0.079% among 340,000;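 active = activation above a cutoff set at the mean over all compounds plus 3 SD, cut at about 18% in these data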;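 note: higher means more holoenzyme dissociation and a rise in polarization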
Target sequence (P31323 whole entry, looked up, other chains not shown, the tested form may be a part): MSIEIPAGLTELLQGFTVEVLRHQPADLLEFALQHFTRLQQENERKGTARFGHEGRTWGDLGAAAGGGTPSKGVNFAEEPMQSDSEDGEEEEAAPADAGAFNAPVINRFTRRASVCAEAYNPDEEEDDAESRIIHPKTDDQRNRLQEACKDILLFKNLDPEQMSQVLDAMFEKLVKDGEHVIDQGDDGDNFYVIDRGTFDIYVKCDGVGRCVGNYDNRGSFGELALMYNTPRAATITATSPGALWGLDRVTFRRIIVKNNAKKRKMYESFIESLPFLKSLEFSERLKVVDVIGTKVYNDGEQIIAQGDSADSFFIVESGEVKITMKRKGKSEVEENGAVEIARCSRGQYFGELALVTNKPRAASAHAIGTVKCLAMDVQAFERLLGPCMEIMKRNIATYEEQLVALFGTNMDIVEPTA
AddAB inh: growth inhibition of E. coli expressing H. pylori AddAB, primary screen, AddAB inhibitor project, absorbance. hit rate 0.29% among 330,000. inhibition, % at 11.9 µM; in the data active = inhibition above about 12%;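 note: 0% = vehicle wells of infected cells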
phage Ecoli inh: growth loss of phage-infected E. coli, primary screen, RecBCD inhibitor project, absorbance, with phage, HTS; inhibition, % at 11.9 µM; hit rate 0.26% among 360,000; AID 651602, 2012; in the data active = inhibition above about 11%
Ecoli viability: E. coli V3065 growth inhibition, primary screen, counter-screen for AddAB inhibitor project, absorbance, OD600 | 18 h | inhibition, % at 11.9 µM | hit rate 0.27% among 330,000;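 active = inhibition above the campaign's mean inhibition across all tested compounds plus 3 SD, cut at about 9.9% in these data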;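 note: uninfected addAB+ strain grown without phage in ampicillin broth; 0% = DMSO wells and 100% = ciprofloxacin 0.95 µg/ml wells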
Mot1-301 SUMO: yeast Mot1-301 growth rescue at high temperature, primary screen, SUMOylation pathway inhibitor project, S. cerevisiae, ATP luminescence, 38.5C; hit rate 1% among 320,000; S. cerevisiae Mot1-301 growth rescue; percent above DMSO median, 100 means doubled; growth rescue, % at 18.8 µM;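 active = every valid replicate shows activation above 250% relative to neutral control wells; inactive = the rest, any valid replicate at or below 250%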;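 note: OY570 slx delta 5 strain wells were the positive control but not used for scaling; some compounds called inactive have numbers as strong as hits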
OPRM1-OPRD1 inv: inverse agonists of MOR-DOR heterodimerization, primary screen, cell-based, luminescence | inhibition, % at 9.3 µM | hit rate 0.21% among 340,000 | cell-based MOR-DOR heterodimer luminescence, inverse agonism; in the data active = inhibition above about 22%, passing the limit was not always enough;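 note: 0% = cells with DMSO and 100% = wells without cells with DMSO; values of inactives mirror those of a sister screen read the other way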
* marks the source's active call; other numbers are inactive results; · = no result given.

no. | SMILES | OPRM1-OPRD1 ag | PfHsp90 yeast 2 | HTR5A inv ctr | PKA-R1A activ | Tat export inh | PKA-R2B act | AddAB inh | phage Ecoli inh | Ecoli viability | Mot1-301 SUMO | OPRM1-OPRD1 inv
1 | COC(=O)c1ccc(NC(=O)c2ccc3nsnc3c2)cc1 | 0.0 | 7 | -17 | 0 | 2 | -8 | 5.0 | 1.8 | 1.4 | -5 | 0
2 | Cc1[nH]c(=O)[nH]c(=O)c1N1CCOCC1 | -2.5 | 28 | -10 | 0 | 1 | 4 | 2.0 | 3.1 | 0.5 | -16 | 13
3 | COc1ccc(NC(=O)CCNC(=O)C2CCN(S(=O)(=O)c3ccc(OC)cc3)CC2)cc1 | -3.8 | 1 | 6 | 5 | 0 | 1 | 2.4 | 2.6 | 1.7 | 120 | 20
4 | CC(C)C(=O)N1CCC(Cc2ccccc2)CC1 | -2.0 | 12 | 4 | -5 | -5 | -9 | -0.3 | 3.1 | -0.8 | -8 | 9
5 | COC(=O)C1CCN(C(=O)Nc2ccccc2)CC1 | 0.2 | 5 | 0 | 1 | 4 | -7 | -0.5 | 3.4 | 0.4 | -7 | -2
6 | O=C(Nc1cccc(F)c1)Nc1cccc(Cl)c1 | 6.0 | 2 | -29 | -5 | 0 | -8 | 8.3 | 14* | 9.7 | -11 | -28
7 | CC(NS(=O)(=O)c1ccc2c(c1)OCCO2)c1ccccc1 (stereo not drawn) | -0.8 | -7 | 12 | -12 | -2 | -6 | 2.7 | 3.0 | -0.5 | 6 | 4
8 | COCCCN(C(=O)c1ccco1)c1nc(-c2ccc(OC)cc2)cs1 | 1.7 | -19 | -2 | 3 | 17 | -1 | 3.3 | 1.9 | 1.4 | -5 | -9
9 | Cc1ccc(/C=N/NC(=O)CSc2nc3ccccc3s2)o1 | -1.6 | 8 | -23 | -3 | -10 | -7 | 1.2 | 1.7 | 1.9 | 9 | 9
10 | CCOc1ccccc1NC(=O)Cn1c(=O)oc2cc(Cl)ccc21 | -5.0 | -13 | 9 | -7 | -6 | -14 | -0.5 | 1.2 | 0.1 | -15 | 23
11 | Cc1cc(C)cc(NC(=O)COC(=O)CCc2ccc(S(=O)(=O)N3CCOCC3)cc2)c1 | -2.6 | -13 | 21 | -6 | -5 | -5 | -4.1 | 2.4 | -0.1 | 2 | 14
12 | CC1(C)CC(NS(=O)(=O)c2ccc(S(N)(=O)=O)cc2)CC(C)(C)N1 | -4.1 | 1 | -14 | -6 | -5 | -4 | 0.1 | 1.8 | 1.8 | -12 | 21
13 | CNc1nc(Sc2ccc(C)cc2)cc(C(F)(F)F)n1 | 6.9 | -11 | 9 | -1 | -3 | -2 | 0.7 | 3.1 | 1.8 | 341 | -35
14 | COC(=O)c1cc(C(=O)NCc2ccc3c(c2)OCO3)cc([N+](=O)[O-])c1 | 2.9 | -34 | 8 | -8 | -6 | -2 | -3.5 | 0.8 | 1.1 | 11 | -14
15 | COc1cccc(/C=C/c2n[nH]c(=O)c(C#N)c2C)c1 | -1.7 | -22 | -14 | 2 | 4 | -4 | 0.7 | 0.5 | 1.1 | 85 | 11
16 | CC(C)(C)c1cc(C(=O)O)n(Cc2ccc(Cl)cc2Cl)n1 | -1.3 | 7 | 5 | -6 | 9 | 8 | 1.4 | 1.6 | -0.3 | 4 | 7
17 | CCCCOc1ccc(C(=O)OCC(=O)N2CCCCCC2)cc1 | 2.8 | -8 | -17 | -18 | 5 | 9 | 1.3 | 0.5 | -2.1 | 4 | -14
18 | Cc1cc(C)c(S(=O)(=O)N2CCCC(C(=O)NCc3ccncc3)C2)c(C)c1 (stereo not drawn) | -2.4 | -38 | -8 | 3 | -11 | 0 | 3.2 | 0.3 | -1.3 | -11 | 13
19 | CN1CC=C2C(C#N)=C(N)C(C#N)(C#N)[C@H](c3cccc(Cl)c3)C2C1 (stereo partly drawn) | 0.0 | -6 | 4 | -2 | -5 | -6 | 1.6 | 2.7 | 2.6 | 20 | 0
20 | O=c1oc2c(O)cccc2cc1-c1nc2ccccc2[nH]1 | 2.9 | 2 | -19 | 17 | 2 | 4 | · | 3.6 | · | -4 | -16
21 | COc1ccc(CN2CN(C(C)C)CSC2=S)cc1 | -2.1 | 6 | 4 | 9 | -34 | -3 | 1.5 | 3.0 | 0.4 | 153 | 11
22 | COc1ccc(S(=O)(=O)N2CCN(C(=O)c3cc(-c4ccc(C)cc4)n[nH]3)CC2)cc1 | 3.6 | · | 6 | -8 | 8 | 3 | 6.7 | 0.9 | 0.3 | -6 | -19
23 | O=C(N/N=C/C1CC=CCC1)c1cc2ccccc2cc1O (stereo not drawn) | 2.1 | 25 | 7 | 1 | 6 | -12 | 4.6 | 6.5 | 2.1 | 6 | -13
24 | COc1ccc(C(=O)OCC(=O)Nc2ccc(Cl)cn2)cc1 | 5.7 | -5 | -39 | -4 | -3 | 1 | 0.7 | 2.0 | -0.2 | 5 | -26
25 | CSCCC(C(=O)NC1=NCCS1)N1C(=O)c2ccccc2C1=O (stereo not drawn) | -1.8 | 22 | -7 | 3 | -7 | -8 | 2.4 | 2.5 | 1.0 | 20 | 11
26 | Cc1nc2c(C)cccc2cc1C(=O)N/N=C/c1ccc(N(C)C)cc1 | 0.5 | 2 | 6 | 6 | 1 | 3 | 2.0 | 3.8 | 0.2 | -5 | -3
27 | COc1ccc(C(CNC(=O)c2ccc(C)o2)N2CCOCC2)cc1 (stereo not drawn) | -0.8 | 21 | 8 | 2 | -5 | -13 | 2.2 | 3.0 | -0.7 | 62 | 5
28 | Cc1cccc(C)c1NS(=O)(=O)c1ccc(-c2ccc(=O)[nH]n2)o1 | -0.7 | 18 | 14 | -6 | 2 | -4 | 2.1 | 1.2 | 0.6 | -1 | 3
29 | COC(=O)c1ccc(/C=N\N2CCN(c3ccccc3)CC2)cc1 | -1.4 | 3 | 19 | -8 | -5 | 10 | · | 0.6 | · | 276 | 7
30 | CCOc1ccc(NC(=S)N/N=C(\C)Cc2ccc(OC)cc2)cc1 | -0.9 | -32 | 18 | 9 | -2 | 3 | 1.7 | 0.1 | -0.2 | 15 | 5
31 | O=C(O)C1=NN(c2c(F)c(F)cc(F)c2F)C(=O)CC1 | -0.8 | 24 | -40 | 0 | 1 | 8 | 1.6 | 0.6 | -0.7 | -23 | 4
32 | O=C(Nc1nc(-c2ccccn2)cs1)C1CC(=O)N(c2ccc3c(c2)OCCO3)C1 (stereo not drawn) | -0.2 | -16 | 3 | -10 | -1 | -15 | -4.9 | -0.9 | -4.3 | -9 | 1
33 | c1ccc2c(-c3[nH]ncc3CNCCCn3ncc4ccccc43)cccc2c1 | -2.0 | 3 | -8 | -6 | -4 | 14 | -0.5 | 2.6 | 1.1 | -21 | 9
34 | Cc1cccc(NC(=O)Cn2c(O)c(N=NC(N)=S)c3ccccc32)c1 | 9.1 | -31 | -12 | -3 | 6 | -5 | -0.4 | 2.2 | -0.8 | 9 | -50
35 | CCN1C(=NCc2ccc(OC)cc2)N[C@@H](CCc2ccccc2)[C@H](C(=O)NCc2ccc(OC)cc2)[C@H]1C | -1.3 | · | -1 | 11 | -4 | -2 | 1.8 | · | -0.2 | 34 | 7
36 | CCCCC1NC(=S)N(C2CCCCC2)C1=O (stereo not drawn) | 2.0 | -18 | 2 | -3 | -2 | -3 | 2.0 | 5.6 | 1.4 | -13 | -10
37 | CCc1nc2c(c(=O)[nH]1)C1(CCCC1)Cc1ccccc1-2 | 4.2 | -5 | -1 | 8 | 2 | 2 | 3.3 | 0.1 | -1.4 | -11 | -24
38 | CCOc1ccc(S(=O)(=O)c2c[nH]c3ccccc3c2=O)cc1 | -1.5 | -7 | -9 | -12 | -15 | -7 | 7.2 | 11 | 8.4 | -10 | 8
39 | Cc1ccc(NC(=O)CCN2C(=O)c3ccccc3Sc3ncccc32)cc1 | -1.8 | 2 | 10 | -1 | 0 | -3 | 1.9 | 2.5 | 0.4 | 14 | 9
40 | S=c1[nH]nc(-c2cc(-c3ccccc3)n[nH]2)n1/N=C/c1ccc(Cl)cc1 | 3.0 | -16 | 7 | -8 | 3 | 1 | 1.6 | 0.8 | -2.4 | 2 | -15
41 | COc1ccc(C2CC(c3ccccc3)Nc3nc(NC(=O)c4cccs4)nn32)cc1 (stereo not drawn) | 17 | 6 | 5 | -14 | -10 | 10 | 2.6 | 3.0 | 2.2 | -4 | -96
42 | O=C(Cn1cnc2c(nnn2-c2ccccc2)c1=O)NCC1CCCO1 (stereo not drawn) | -0.9 | -6 | 4 | 4 | 2 | -5 | -1.1 | 2.4 | -1.3 | 1 | 6
43 | CCN(CC)S(=O)(=O)c1ccc(C(=O)NC2=C(C(=O)OC)SCC2)cc1 | 1.3 | -46 | -7 | 3 | 4 | 9 | 1.6 | 0.9 | 1.2 | 4 | -7
44 | COc1ccc([N+](=O)[O-])cc1N(CC(O)CN1CCOCC1)S(=O)(=O)c1ccccc1 (stereo not drawn) | 0.6 | -9 | 16 | 2 | 1 | -1 | 3.4 | -0.2 | 0.9 | 1 | -5
45 | N#CC1=C(S)N=C(N)C(c2nc(-c3ccccc3)cs2)C12CCCC2 (stereo not drawn) | 0.6 | -7 | 3 | -4 | -5 | 11 | 1.9 | 2.3 | 2.2 | 31 | -3
46 | Cc1ccc(Oc2ncccc2/C=N/O)cc1 | -4.2 | 17 | -2 | -6 | -3 | -2 | 3.7 | -0.4 | 1.0 | -8 | 17
47 | CCN(C(=O)COC(=O)Cc1coc2cc(C)ccc12)c1c(N)n(Cc2ccccc2)c(=O)[nH]c1=O | -1.4 | -6 | -20 | -7 | 4 | -9 | 0.1 | 1.6 | -0.2 | 18 | 6
48 | O=C(/C=C/Nc1ccc(F)cc1Br)c1ccccc1 | -0.2 | 10 | -12 | -5 | 2 | -3 | 6.2 | 2.2 | -1.3 | -19 | 1
49 | CCCCNC(=O)[C@H]1N2C(=O)c3c(ccc(OC)c3OC)C2SC1(C)C (stereo partly drawn) | -2.4 | -14 | -2 | -8 | 0 | 1 | 2.5 | -1.7 | -0.7 | -17 | 11
50 | O=S(=O)(O)c1cccnc1SCc1ccccc1 | -2.5 | 1 | 2 | -12 | -7 | -14 | -0.2 | 1.1 | -1.2 | -7 | 13
51 | Cc1cccc(NC(=O)CCNC(=O)c2ccccc2Cl)n1 | -2.9 | 2 | 22 | -2 | -8 | 8 | 2.0 | 0.6 | 0.5 | 6 | 15
